# Screens deposited in PubChem by several laboratories.
# HSP90 refold inh = blocks HSP90-mediated luciferase refolding in reticulocyte lysate. Rabbit reticulocyte lysate, luciferase refolding luminescence, 3 h. inhibition, % at 5.6 µM. AID 1789. 290,000 tested, 0.91% active;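 active means inhibition above the screen-wide mean plus 3 SD, computed separately per campaign, cut at about 16% in these data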;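 further: 0% = DMSO wells and 100% = 60 µM geldanamycin wells; inhibitors lower the luminescence because luciferase stays unfolded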
# HIF activator = HIF pathway transcriptional activation. activation, % at 7.5 µM (by protocol). U2OS HRE-luciferase reporter, luminescence; normalized: DMSO 0%, desferrioxamine 100%. 300,000 tested, 0.32% active;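 active means mean activation of at least 10% of the iron chelator positive control signal, with at least half of replicates also reaching 10%; inconclusive means mean and replicate majority disagree about reaching 10%; inactive means mean and most replicates under 10%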
# IEC-6 tox = IEC-6 cytotoxicity, counter-screen for KLF5 inhibitors; luminescence viability; inhibition, % at 5 µM; 290,000 tested, 0.78% active; AID 1825; in the data active means inhibition above about 22%;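 further: 0% = plate median of test compound wells and 100% = cytotoxic reference compound wells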
# AI-2 QS modul = modulates the Vibrio harveyi AI-2 quorum sensing system. Vibrio harveyi JMH597 AI-2 luminescence/OD600 ratio, 9 h; active compounds read low; strain lacks LuxN and CqsS sensors; 0 = neutral-control median. activity change, % at 7.5 µM. 300,000 tested, 0.4% active. AID 2094; in the data active means activity change below about -75%, passing the limit was not always enough; inconclusive means no clear call, values can overlap the other calls;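 further: luminescence divided by OD600 gain over 9 h not by final OD600 alone; inactives centre near 13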
# Platelet DG rel = modulates dense granule release in human platelets; 300,000 tested, 0.22% active; AID 1663; human platelet-rich plasma, SFLLRN dense granule ATP release, luminescence; inhibition, %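 (compounds screened at 7.5 µM in platelet-rich plasma)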;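 active means mean replicate score, as percent of positive control, at or above 50; inconclusive means mean below 50 but at least one replicate at or above 50; inactive means mean and every replicate below 50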
# HSF1 inh = HSF1 inhibition. activity change, negative = inhibition, % at 7.5 µM (by protocol). 300,000 tested, 0.77% active. AID 2098. NIH3T3-HGL HSE-luciferase, MG132-induced, luminescence 8 h; active compounds read low;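 active means more than half of replicate wells show activity change below -50%, luminescence cut by over half; inconclusive means some wells, but at most half, below -50%; inactive means no replicate well below -50%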;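 further: luciferase reports HSF-1 transcriptional activity via heat shock element; 0% = median of DMSO wells and -100% = zero luminescence signal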
# KLF5 inh = kruppel-like factor 5 inhibition; DLD-1 KLF5 promoter-luciferase reporter, luminescence; inhibition, % at 5 µM; 290,000 tested, 0.23% active; AID 1700;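 active means inhibition above a per-plate limit of that plate's mean compound inhibition plus 3 SD, cut at about 60% in these data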;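 further: 0% = DMSO wells and 100% = LY294002 at 200 µM; higher means less KLF5 promoter-driven luciferase light; inactives centre near -14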
# aSyn 5UTR inh = 5' untranslated region of α-synuclein, MLPCN primary screen; alpha-synuclein 5'UTR reporter, inhibitor activity; inhibition, % (tested at 7.5 µM); 300,000 tested, 0.82% active; in the data active means inhibition above about 60%; inconclusive means no clear call, values can overlap the other calls;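 further: H4 neuroglioblastoma cells stably carrying SNCA 5'UTR luciferase fusion; 0% = DMSO wells and 100% = positive control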
# SKKanGAS inh = blocks kanamycin growth of S. pyogenes SKKanGAS strain; BacTiter-Glo, 6 h; inhibition, % at 7.5 µM; 300,000 tested, 1.3% active; AID 1662;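 active means mean replicate score, as percent of positive control median, at least 50; inconclusive means mean below 50 but one replicate at or above 50; inactive means mean and every replicate below 50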;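 further: strain carries kanamycin resistance gene driven by streptokinase promoter and grows in 40 µg/ml kanamycin; loss of luminescence reflects streptokinase promoter inhibition or plain growth inhibition; 0% = median of DMSO wells and 100% = positive control at its reference dose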
# HSF1 activator = increases HSF-1 driven luciferase reporter signal; activation, % at 9 µM; NIH3T3-HGL HSF-1 luciferase reporter, MG132, 8 h; 100% = twice DMSO control signal; 300,000 tested, 1.7% active;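 active means mean replicate activation of at least 50% with a set share of replicates each reaching 50%; inconclusive means only one of those two conditions met; inactive means mean below 50% and too few replicates reaching it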;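 further: 0% = median of the neutral control wells and 100% = twice that signal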
# Numbers without * were called inactive; ? = inconclusive; / = not tested or not shown. Rows are unselected. Share with any hit: about 6%.
SMILES,HSP90 refold inh,HIF activator,IEC-6 tox,AI-2 QS modul,Platelet DG rel,HSF1 inh,KLF5 inh,aSyn 5UTR inh,SKKanGAS inh,HSF1 activator
CCOC(=O)Cc1nnc(NC(=O)COc2ccc(OC)cc2)s1,5,0.0,-1,-6,-2,-7,3,20,-2,6
O=C(/C=C/N1CCOCC1)c1ccc(-c2ccccc2)cc1,2,0.3,3,19,-2,-8,-15,-123,18,-9
CCOCCCNc1ccc(-c2ccccc2)nn1,-3,2.7,3,25,9,12,-121,-159,1,16
COc1ccc(Nc2nc3ccccc3n3cnnc23)cc1Cl,3,-2.4,-2,19,4,-7,-31,-1,10,-8
COc1ccc(C(=O)O)cc1S(=O)(=O)NCCCN1CCCC1=O,-1,-0.3,-1,8,1,-4,-16,0,4,2
Cc1ccc(NC(=O)/C(=C/c2ccncc2)NC(=O)c2ccccc2)cc1,4,/,6,11,-2,8,-1,-30,-3,10
COc1cccc(CNc2ncc(-c3ccccc3)n2C)c1,2,2.5,12,-2,8,-3,8,-25,-2,1
COc1ccc(CCNC(=O)c2ccc3nc(N4CCCCC4)sc3c2)cc1OC,4,1.5,5,11,-6,-3,-73,-131,3,-3
Cc1ccc(-c2nnc(SCC(=O)N3c4ccccc4NC(=O)C3(C)C)n2N)cc1,5,-0.2,-2,0,-12,13,-19,6,-11,26
Cc1ccc(C(=O)NCCCC(=O)O)o1,0,0.5,4,-9,1,-5,-2,-6,7,10
Cc1csc(NC(=O)Cc2ccc(Cl)cc2)n1,/,1.3,/,17,0,3,/,-81,3,14
O=C(CSc1ncnc2c1oc1ccccc12)NC1CCCC1,-3,0.9,-7,25,-3,-3,-14,-29,5,0
Cc1ccc(N2C(=O)N(CC(=O)Nc3ccccc3C)C(=O)C2C)cc1 (stereo unspecified),-2,0.7,1,11,-2,0,-23,-44,-5,5
CN(C)C(=O)COC(=O)c1ccccc1NC(=O)c1ccco1,-1,-0.7,3,12,5,-6,-18,10,-2,-8
Cc1nn(C)cc1CNC(=O)Nc1ccc(Br)cc1Cl,-2,0.1,1,21,2,1,-16,-16,-6,6
Fc1ccccc1-c1ccc(/C=N/Nc2nc3ccccc3[nH]2)o1,-2,2.1,8,32,18,379,-41,-217,/,384*
Cc1ccc(C(=O)OCC(=O)N(C)C2CCS(=O)(=O)C2)cc1S(=O)(=O)N1CCOCC1 (stereo unspecified),/,-0.1,/,2,-6,0,/,6,6,10
CCOc1cc(N2CCOCC2)c(OCC)cc1NC(=O)[C@H](C)N1C(=O)C2CC=CCC2C1=O (stereo partly specified),-4,-0.5,-7,12,0,-2,17,-12,-3,10
Cc1cc(C(F)(F)F)nc(CCNC(=O)C2CCC(=O)N(Cc3cccc(F)c3)C2)n1 (stereo unspecified),-3,-0.6,-2,20,4,-8,-17,-24,1,13
CCOc1ccccc1NC(=O)CSc1nc2cccnc2n1C,1,0.0,0,5,-3,6,8,-5,1,10
CCOC(=O)c1c(Cc2cccc(Cl)c2)c[nH]c1C,3,0.0,12,6,-6,8,-1,14,10,22
O=C(Nc1ccc(NC(=O)C2CC2)cc1)c1cccs1,-4,3.5,-1,26,25,15,-135,-169,-3,39
COCCn1c(SCc2ccc(OC)c(F)c2)nc2ccccc2c1=O,8,0.1,2,-4,-11,-1,3,18,22,-9
CSc1cccc(NC(=O)c2ccc(CN3CCc4ccccc4C3)cc2)c1,-1,1.2,0,-4,-1,12,-36,-56,13,17

# Rewritten with tabs: part of the list above.
SMILES	HSP90 refold inh	HIF activator	IEC-6 tox	AI-2 QS modul	Platelet DG rel	HSF1 inh	KLF5 inh	aSyn 5UTR inh	SKKanGAS inh	HSF1 activator
Cc1nn(C)cc1CNC(=O)Nc1ccc(Br)cc1Cl	-2	0.1	1	21	2	1	-16	-16	-6	6
Fc1ccccc1-c1ccc(/C=N/Nc2nc3ccccc3[nH]2)o1	-2	2.1	8	32	18	379	-41	-217	/	384*
Cc1ccc(C(=O)OCC(=O)N(C)C2CCS(=O)(=O)C2)cc1S(=O)(=O)N1CCOCC1 (stereo unspecified)	/	-0.1	/	2	-6	0	/	6	6	10
CCOc1cc(N2CCOCC2)c(OCC)cc1NC(=O)[C@H](C)N1C(=O)C2CC=CCC2C1=O (stereo partly specified)	-4	-0.5	-7	12	0	-2	17	-12	-3	10
Cc1cc(C(F)(F)F)nc(CCNC(=O)C2CCC(=O)N(Cc3cccc(F)c3)C2)n1 (stereo unspecified)	-3	-0.6	-2	20	4	-8	-17	-24	1	13
CCOc1ccccc1NC(=O)CSc1nc2cccnc2n1C	1	0.0	0	5	-3	6	8	-5	1	10
CCOC(=O)c1c(Cc2cccc(Cl)c2)c[nH]c1C	3	0.0	12	6	-6	8	-1	14	10	22
O=C(Nc1ccc(NC(=O)C2CC2)cc1)c1cccs1	-4	3.5	-1	26	25	15	-135	-169	-3	39
COCCn1c(SCc2ccc(OC)c(F)c2)nc2ccccc2c1=O	8	0.1	2	-4	-11	-1	3	18	22	-9
CSc1cccc(NC(=O)c2ccc(CN3CCc4ccccc4C3)cc2)c1	-1	1.2	0	-4	-1	12	-36	-56	13	17

# Additional compounds:
SMILES,HSP90 refold inh,HIF activator,IEC-6 tox,AI-2 QS modul,Platelet DG rel,HSF1 inh,KLF5 inh,aSyn 5UTR inh,SKKanGAS inh,HSF1 activator
Cc1ccsc1/C=C(\C(=O)c1ccc(OC(C)C)cc1)c1nc2ccccc2o1,5,-0.8,-4,24,-8,-6,-29,-8,-10,15
COCc1cc(C)nc(SCC(=O)Nc2cccc3cccnc23)c1C#N,1,-0.4,-1,2,-15,3,-5,18,0,29
Cc1ccccc1NC(=O)c1cccc(C(=O)Nc2ccccc2C)n1,2,-1.1,-2,6,2,4,-18,-4,11,2
CC1CN(c2ccc([N+](=O)[O-])cc2F)CCN1C(=O)c1ccco1 (stereo unspecified),-1,0.2,-4,9,4,7,-3,6,6,11
NS(=O)(=O)c1ccc(CCNC(=O)CSc2nnc3ccccn23)cc1,4,-0.6,1,33,7,-1,-15,10,-1,1
Cc1ccc(/C=N/NC(=O)Cn2cnc3ccccc32)cc1,-4,0.5,-6,-2,-2,-12,-4,-22,0,5
CCn1c(SCC(=O)N/N=C/C=C\c2ccco2)nc2ccccc21,3,0.1,-1,3,6,24,6,-31,-12,33
COC(=O)c1sccc1-n1cccc1C(=O)N1CCOCC1,2,-0.1,7,20,9,1,-12,12,13,31
COc1ccccc1NS(=O)(=O)c1cc(NC(=O)C2CC2)ccc1N1CCOCC1,7,1.3,0,13,0,8,-27,-28,13,1
CCN1CC(C)C(O)(c2ccccc2)CC1C (stereo unspecified),-6,-0.1,-3,5,-21,-2,-6,-7,-1,1
CN(CCO)c1ccc(C(C(=O)c2ccccc2)c2ccc(N(C)CCO)cc2)cc1,/,0.6,/,49,3,-1,/,-5,2,16
COc1ccc(NS(=O)(=O)c2ccc3oc(SC4CCOC4=O)nc3c2)cc1 (stereo unspecified),5,0.3,2,4,1,-6,-35,4,5,1
COc1ccc(N2CCN(C(=O)c3ccc(S(=O)(=O)N4CCOCC4)cc3)CC2)cc1,0,-0.4,3,10,-8,-5,-27,-7,5,-4
Cc1nn(CC(=O)NCC2CCCO2)c(=O)c2cc3ccccc3n12 (stereo unspecified),-3,0.8,4,-6,-5,-3,9,-13,0,-13
CCOc1ccc(S(=O)(=O)n2c([N+](=O)[O-])cnc2C)c(C)c1C,-6,-0.1,3,14,-3,5,-29,3,-4,30
Cc1ccc(NC(=O)CSC(C)c2nc3ccccc3c(=O)[nH]2)cc1 (stereo unspecified),5,0.3,2,17,-11,1,-10,-13,-6,20
O=C(O)Cn1c2ccccc2c2n[nH]c(=S)nc21,-3,-0.9,-2,13,-1,6,7,6,0,10
COCCN(C(=O)COC(=O)CNC(=O)c1cccs1)c1c(N)n(Cc2ccccc2)c(=O)[nH]c1=O,/,1.2,/,14,-5,1,/,3,-4,-1
O=C(NC(=S)N1CCN(c2ccc([N+](=O)[O-])cc2)CC1)c1ccccc1,4,0.5,-6,16,7,6,-37,-28,-6,-6
CNC(=S)NNC(=O)c1ccc(N(C)C)cc1,-2,0.6,-5,-6,-5,1,-16,-46,-13,-2
Nc1ccnn1Cc1ccc(Br)s1,-1,0.9,6,24,12,-5,-34,1,3,5
Cc1c(OCC(=O)NCc2ccccn2)ccc2c(-c3ccccc3)cc(=O)oc12,-4,0.2,5,24,-1,-1,-10,28,-9,-4
CNc1nc(C)c(C(=O)OCC(=O)OC)s1,-2,0.0,-3,6,-2,1,-51,-13,-2,15
CCc1nnc(NS(=O)(=O)c2ccc(NC(=O)c3cc(Cl)ccc3OC)cc2)s1,-3,-34,-6,11,-13,9,-49,-4,24,9
O=C(NCc1ccccc1)C1CCCN(S(=O)(=O)c2ccc(F)cc2)C1 (stereo unspecified),-2,-0.1,-2,18,-6,3,-27,13,-2,9
Cc1cccc(Nc2nc(N)nc(CSc3nccc(C)n3)n2)c1,-1,0.5,0,26,1,6,-21,-1,-6,1
CCOc1ccc(NC(=O)CN(C)C(=O)C2CC(=O)N(c3ccc4c(c3)OCCO4)C2)cc1OCC (stereo unspecified),/,-0.2,/,19,-1,-4,/,5,52*,-2
COc1ccc(NC(=O)COC(=O)C2=COCCO2)cc1OC,5,-0.1,-3,6,1,-3,-13,-4,1,2
S=C(c1ccc2c(c1)OCO2)N1CCCCC1,1,-0.2,0,26,?,1,-18,6,0,-5
CC(=O)Nc1ccc(NC(=O)C(C)OC(=O)C2CCN(S(=O)(=O)c3cccs3)CC2)cc1 (stereo unspecified),8,-0.8,0,11,8,-6,1,-4,-2,5
O=C(CN1C(=O)NC2(CCCC2)C1=O)Nc1nc2ccccc2s1,/,1.1,/,-20,0,-8,/,-3,7,-21
C/C(CC(=O)Nc1ccc(Cl)c(C(F)(F)F)c1)=N\NC(N)=S,-5,0.2,-1,12,-1,14,-4,13,-2,12
COc1ccc(/C=C/c2ccc3cccc(O)c3n2)cc1Br,0,2.7,-3,22,5,-11,-87,0,93*,-8
CC(C)c1nnc(NC(=O)CCN2C(=O)c3ccccc3C2=O)s1,-1,-0.8,0,-83*,-1,13,-15,-2,13,2

# A different layout for 2 compounds above:
Structure | HSP90 refold inh | HIF activator | IEC-6 tox | AI-2 QS modul | Platelet DG rel | HSF1 inh | KLF5 inh | aSyn 5UTR inh | SKKanGAS inh | HSF1 activator
COc1ccccc1NS(=O)(=O)c1cc(NC(=O)C2CC2)ccc1N1CCOCC1 | 7 | 1.3 | 0 | 13 | 0 | 8 | -27 | -28 | 13 | 1
COCCn1c(SCc2ccc(OC)c(F)c2)nc2ccccc2c1=O | 8 | 0.1 | 2 | -4 | -11 | -1 | 3 | 18 | 22 | -9
